Source: PubChem BioAssay
Anthrax LF prot = Bacillus anthracis LF protease inhibitors, primary screen, biochemical, multiplex microsphere, MLPCN library; Lethal factor (Bacillus anthracis), P15917; multiplex microsphere protease cleavage assay; inhibition, % at 10 µM; 0.12% of 360,000 active; AID 588501, 2011; further: plate controls were buffer without enzyme for full effect and enzyme alone for no effect
Target sequence (P15917 whole entry, looked up): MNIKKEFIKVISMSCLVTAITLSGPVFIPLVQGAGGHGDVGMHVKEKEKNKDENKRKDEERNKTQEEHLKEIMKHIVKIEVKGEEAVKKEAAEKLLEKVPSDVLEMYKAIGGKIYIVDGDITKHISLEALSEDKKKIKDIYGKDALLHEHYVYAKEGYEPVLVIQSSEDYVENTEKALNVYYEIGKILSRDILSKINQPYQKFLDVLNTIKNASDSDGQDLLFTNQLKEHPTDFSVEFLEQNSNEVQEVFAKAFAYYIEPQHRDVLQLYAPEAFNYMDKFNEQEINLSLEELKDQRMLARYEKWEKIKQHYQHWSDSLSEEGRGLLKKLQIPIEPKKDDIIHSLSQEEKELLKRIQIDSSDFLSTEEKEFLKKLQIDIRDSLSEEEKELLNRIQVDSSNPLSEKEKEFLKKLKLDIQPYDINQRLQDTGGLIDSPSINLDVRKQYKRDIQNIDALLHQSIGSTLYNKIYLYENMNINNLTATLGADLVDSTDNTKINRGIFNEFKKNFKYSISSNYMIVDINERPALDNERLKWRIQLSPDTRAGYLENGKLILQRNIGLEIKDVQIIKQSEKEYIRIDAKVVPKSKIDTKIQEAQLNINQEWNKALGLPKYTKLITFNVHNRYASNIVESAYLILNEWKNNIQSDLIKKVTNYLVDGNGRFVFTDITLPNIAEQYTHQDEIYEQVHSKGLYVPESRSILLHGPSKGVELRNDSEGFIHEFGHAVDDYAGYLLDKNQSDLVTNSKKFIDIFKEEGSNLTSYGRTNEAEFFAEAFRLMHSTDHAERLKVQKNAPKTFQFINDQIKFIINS
PrPC surface inh = inhibitors of human cell surface prion protein PrPC, primary screen, cell-based, TR-FRET | Major prion protein (Homo sapiens), P04156 | TR-FRET read-out | inhibition, % at 13.8 µM | 0.43% of 370,000 active; in the data active means inhibition above about 24%; further: 0% = median of the test wells and 100% = reference compound wells
Yp Topo-I inh = Yersinia pestis topoisomerase I inhibitors, primary screen, biochemical, cleavage product accumulation, plate reader, single point; DNA topoisomerase I (Yersinia pestis CO92); Y. pestis Topo-I cleavage product accumulation; activity, % at 10 µM; 0.064% of 360,000 active; AID 504884, 2011; in the data active means activity above about 50%, passing the limit was not always enough; inconclusive means no clear call, values can overlap the other calls; further: inactives centre near 2
PfHsp40 yeast = rescue of yeast from PfHsp40 toxicity, primary screen, S. cerevisiae, ATP luminescence; S. cerevisiae expressing PfHsp40, growth rescue; growth rescue, % at 12.5 µM; 0.68% of 340,000 active; AID 504582, 2011; in the data active means growth rescue above about 28%, passing the limit was not always enough; inconclusive means no clear call, values can overlap the other calls;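 further: yeast W303a lacking pdr1 and pdr3 grown in galactose medium; growth measured after three days at 30 °C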
BoNT F protease = BoNT/F light chain protease inhibitors, primary screen, biochemical, flow cytometry, MLPCN library. inhibition, % at 10 µM. Multiplex microsphere protease cleavage assay. 0.22% of 360,000 active; in the data active means inhibition above about 35%, passing the limit was not always enough; inconclusive means no clear call, values can overlap the other calls; further: plate controls were buffer without enzyme for full effect and enzyme alone for no effect
TcdB inh = TcdB glycohydrolase inhibitors, primary screen, biochemical, single point, plate reader. Toxin B (Clostridioides difficile), P18177. TcdB glycohydrolase enzymatic assay. inhibition, % at 9.99 µM. 0.24% of 350,000 active. AID 652162, 2013; in the data active means inhibition above about 10%
BoNT A protease = BoNT/A light chain protease inhibitors, primary screen, biochemical, flow cytometry, MLPCN library; inhibition, % at 10 µM; multiplex microsphere protease substrate cleavage; Botulinum neurotoxin type A light chain protease (Clostridium botulinum A str. ATCC 3502); 0.17% of 360,000 active; AID 588499, 2011; further: plate controls were buffer without enzyme for full effect and enzyme alone for no effect
CCHFV vOTU inh = CCHFV vOTU protease inhibitors, primary screen, biochemical, Pep-AMC substrate, fluorescence; Crimean-Congo hemorrhagic fever virus L polyprotein viral ovarian tumor (vOTU) protease …; inhibition, % at 11.5 µM; 0.55% of 370,000 active; AID 651958, 2012; in the data active means inhibition above about 30%; further: 0% = vehicle wells with enzyme and 100% = no enzyme wells
FadD28 FP inh = inhibitors of FadD28 bisubstrate probe binding, primary screen, biochemical, fluorescence polarization, single point | AID 588549, 2011 | inhibition, % at 12.5 µM | Mycobacterium tuberculosis FadD28 fatty-acid-AMP ligase | 0.22% of 360,000 active; in the data active means inhibition above about 8.5%, passing the limit was not always enough; inconclusive means no clear call, values can overlap the other calls
An asterisk follows results filed as active; ? = inconclusive; . = no result given. Unless noted, no stated cut-off is given here; in the data, active means inhibition above about 30%; inconclusive means no clear call, values can overlap the other calls; inactive means below that. The order is random. Share with any hit: about 2.3%.

SMILES	Anthrax LF prot	PrPC surface inh	Yp Topo-I inh	PfHsp40 yeast	BoNT F protease	TcdB inh	BoNT A protease	CCHFV vOTU inh	FadD28 FP inh
CCc1cccc(CC)c1N1C(=O)COCC1=O	-8	-3	9	.	0	0.4	0.2	6	-2.0
COc1ccc(NC(=O)CN2C(=O)CSc3ccc(S(=O)(=O)N4CCCC4)cc32)cc1OC	2	-1	-4	0.6	-5	1.5	-2.2	-2	-1.8
N#Cc1cc2cc3c(cc2nc1SCC(=O)N1CCCC1)OCCO3	-3	.	7	-1.5	14	.	2.3	.	0.9
CC(=O)Nc1ccc(NS(=O)(=O)C(F)(F)F)cc1	1	7	-5	-0.9	0	-0.8	?	9	-3.0
Cc1ccc(NC(=O)[C@@H]2CCCN2S(=O)(=O)c2ccc(Cl)cc2)cc1	-4	4	-9	-1.0	-9	1.0	-0.6	13	-4.6
O=C(O)CCN1C(=O)c2ccc(NC(=O)C(c3ccccc3)c3ccccc3)cc2C1=O	.	-7	-1	-0.3	.	0.3	.	-18	-2.2
CCOC(=O)CNc1c(-c2ccc(F)cc2)nc2cnccn12	-3	-5	-6	-1.3	-1	.	0.7	-187	-2.5
Cc1ccc(NC(=O)CN2C(=O)C3CC=CCC3C2=O)cc1S(=O)(=O)N1CCOCC1 (stereo not drawn)	-3	-5	2	0.1	-2	2.0	-0.3	20	-0.7
O=C(c1ccccc1NS(=O)(=O)c1ccc(F)cc1)N1CCOCC1	-2	0	9	-1.5	2	1.1	4.6	15	-0.3
O=C(C1CCCN(S(=O)(=O)c2ccc(F)cc2)C1)N1CCCCCC1 (stereo not drawn)	-2	2	3	-1.1	5	1.2	2.6	7	-2.1
CCOC(=O)CNC(=S)N(Cc1cccs1)C1CCCCC1	-1	2	1	2.3	-2	2.6	-0.7	3	-7.9
COc1ccc(CCN=C(N)NS(=O)(=O)c2ccc(C)cc2)cc1OC	-2	7	-8	-0.4	-2	0.4	-0.7	-1	0.1
CCOc1ncccc1C(=O)NCCc1ccc(Cl)cc1	-7	1	14	0.3	5	0.8	-5.4	0	-2.7
CCOc1ccccc1-n1c(O)c(C=NCCCN(CC)CC)c(=O)[nH]c1=O	3	0	1	1.0	6	.	0.5	1	-2.8
N#Cc1c(NC(=O)CSc2nnnn2C2CCCCC2)sc2c1CCCC2	-1	9	-7	0.0	-5	.	-0.2	0	2.1

Of the compounds above, these contain nitrogen in an aromatic ring.
SMILES	Anthrax LF prot	PrPC surface inh	Yp Topo-I inh	PfHsp40 yeast	BoNT F protease	TcdB inh	BoNT A protease	CCHFV vOTU inh	FadD28 FP inh
N#Cc1cc2cc3c(cc2nc1SCC(=O)N1CCCC1)OCCO3	-3	.	7	-1.5	14	.	2.3	.	0.9
CCOC(=O)CNc1c(-c2ccc(F)cc2)nc2cnccn12	-3	-5	-6	-1.3	-1	.	0.7	-187	-2.5
CCOc1ncccc1C(=O)NCCc1ccc(Cl)cc1	-7	1	14	0.3	5	0.8	-5.4	0	-2.7
CCOc1ccccc1-n1c(O)c(C=NCCCN(CC)CC)c(=O)[nH]c1=O	3	0	1	1.0	6	.	0.5	1	-2.8
N#Cc1c(NC(=O)CSc2nnnn2C2CCCCC2)sc2c1CCCC2	-1	9	-7	0.0	-5	.	-0.2	0	2.1

(next part)
SMILES	Anthrax LF prot	PrPC surface inh	Yp Topo-I inh	PfHsp40 yeast	BoNT F protease	TcdB inh	BoNT A protease	CCHFV vOTU inh	FadD28 FP inh
COc1ccc(OC)c(-c2csc(NC(=O)CN3C(=O)C4CCCCC4C3=O)n2)c1 (stereo not drawn)	0	-6	-5	1.6	?	0.6	1.1	-5	1.1
COc1ccc(C2=NS(=O)(=O)N(C)C(C(=O)N3CCN(C)CC3)=C2)cc1	-8	-12	2	1.4	-5	2.4	0.0	14	0.7
COC(C/C=C\[C@H](O)COCc1ccccc1)OC	8	8	4	-0.1	0	1.0	0.3	0	-2.1
O=C(NC1CCSc2ccccc21)c1cccc(Br)c1 (stereo not drawn)	1	6	9	94*	8	0.7	1.6	-2	-1.0
COc1cc(-c2nc3ccccn3c2/N=C/c2ccc(F)cc2)ccc1O	-8	2	7	-0.2	0	1.8	-2.1	-13	-4.4
Cc1ccc(Sc2c(C#N)c(-c3ccccc3)nn2C)cc1	-3	3	15	4.3	-8	.	0.0	-10	-5.6
COc1ccc(C(=O)NCc2ccc(N3CCN(C)CC3)cc2)cc1	23	-2	-5	-1.0	31	1.7	3.9	-12	-1.8
O=C(O)c1cc(-c2ccc(/C=C3/SC(=S)N(Cc4ccccc4)C3=O)o2)ccc1Cl	15	-6	-8	0.2	4	-0.8	22	5	28*
CC(=O)N(Nc1ccccc1)c1ccccc1	-6	0	0	-0.1	35*	0.4	-0.4	-13	-1.3
COc1ccc(N2CCN(C(=O)C(=O)c3c[nH]c4ccccc34)CC2)cc1	.	3	-4	2.0	.	-5.6	.	0	-3.4
COc1cccc(-c2cc(C(=O)NCc3ccco3)no2)c1	-3	3	3	0.8	-5	.	-2.8	-12	-3.2
COc1ccc2c(c1O)-c1c(OC)c(OC)cc3c1[C@H](C2)N(C)CC3	-1	-12	-3	-1.9	-10	-0.2	-0.1	4	-2.6
Cc1ccc(S(=O)(=O)N2CCCCC2)cc1NC(=O)C1CC(=O)N(c2ccc3c(c2)OCCO3)C1 (stereo not drawn)	5	1	5	0.0	14	3.9	-0.1	5	-1.7
Cc1nn(CCOc2cccc(Br)c2)c(C)c1[N+](=O)[O-]	-2	2	-8	-0.1	1	1.3	0.5	2	-3.5
Cc1cc(F)cc(-c2cc(C(=O)NCc3cccc(Cl)c3)[nH]n2)c1	-3	6	-19	.	4	-2.5	0.2	34*	0.0

Among those listed so far, two contain a thiophene ring, fused or not:
SMILES	Anthrax LF prot	PrPC surface inh	Yp Topo-I inh	PfHsp40 yeast	BoNT F protease	TcdB inh	BoNT A protease	CCHFV vOTU inh	FadD28 FP inh
CCOC(=O)CNC(=S)N(Cc1cccs1)C1CCCCC1	-1	2	1	2.3	-2	2.6	-0.7	3	-7.9
N#Cc1c(NC(=O)CSc2nnnn2C2CCCCC2)sc2c1CCCC2	-1	9	-7	0.0	-5	.	-0.2	0	2.1

(listing goes on)
SMILES	Anthrax LF prot	PrPC surface inh	Yp Topo-I inh	PfHsp40 yeast	BoNT F protease	TcdB inh	BoNT A protease	CCHFV vOTU inh	FadD28 FP inh
O=C(CCc1nc2ccccc2c(=O)[nH]1)Nc1ccc(N2CCCCC2)cc1	-5	3	3	0.1	-7	0.4	-0.3	-3	-0.5
CCCCCn1c(C)c2c(OCC)cccc(=O)c2c1C	-2	9	4	-1.5	2	-1.3	0.9	-3	-3.0
O=C(CSc1nnnn1-c1cccc(F)c1)Nc1nc2ccccc2s1	0	-5	-10	-0.2	6	.	1.4	1	1.2
CC1(C)OC(=O)C(=CNC(CO)C(=O)O)C(=O)O1 (stereo not drawn)	-2	5	-10	-0.5	2	0.7	-0.7	0	0.4
O=C(NNC(=O)c1ccccc1O)c1ccc(Br)cc1	2	-2	6	0.0	?	1.2	2.8	14	0.2
CCOC(=O)C1(CC2CCCCO2)CCN(S(=O)(=O)c2ccc(OC)cc2)CC1 (stereo not drawn)	-4	-2	5	12	1	0.1	0.1	1	?
C[C@H](CO)N1C[C@H](C)[C@@H](CN(C)Cc2ccc(C(=O)O)cc2)Oc2c(NC(=O)c3ccncc3)cccc2C1=O	-1	-3	1	-1.3	-4	0.3	-0.3	-2	-2.0
c1coc(CNc2nc3ccccc3s2)c1	-13	9	-4	0.7	-6	0.6	0.1	-6	-1.1
Cc1ccc(CSCC(=O)N/N=C/c2ccc(OCC(=O)Nc3ccc(C)cc3)cc2)cc1	-4	6	2	0.0	0	.	1.1	11	-1.2
COc1ccc(N(C(=O)CCl)C(C(=O)NCCc2ccccc2)c2cccs2)cc1 (stereo not drawn)	-2	-5	21	-0.5	4	-0.2	0.8	2	-4.6
Cn1cc([N+](=O)[O-])c(C(=O)Nc2cc(Oc3ccccc3)cc([N+](=O)[O-])c2)n1	1	-7	-21	-0.8	2	-0.2	-0.2	-3	-6.2
COc1ccc2c(c1)nc(CN1CCN(CCO)CC1)n2C	-15	9	-1	1.2	?	1.1	2.1	3	-2.0
COc1cccc(-c2nnc(SCC(=O)OC(C)C)n2Cc2ccco2)c1	-6	1	19	0.5	-22	.	-0.8	8	-1.0
CN(Cc1ccccc1)C(=O)COC(=O)/C=C/c1ccco1	-6	3	-4	-0.1	-2	0.9	-0.1	16	1.4
O=C(Nc1ccc2c(c1)C(=O)N(CC1CCCO1)C2=O)c1cccc(Br)c1 (stereo not drawn)	1	-6	13	7.7	-3	.	-0.5	-41	-4.5
Cc1ccc(C(=O)NCc2ccccc2CN2CCCC2)cc1S(=O)(=O)N1CCOCC1	-2	-14	3	-1.0	-3	0.2	-2.0	3	-1.7
O=C(O)c1ccc(NC(=O)C2CC=CCC2C(=O)O)cc1 (stereo not drawn)	-1	31*	-3	1.1	-6	.	-0.2	4	-2.9
Cc1cc(C)cc(NC(=O)Cn2c(=O)oc3cc(S(=O)(=O)N4CCC(C)CC4)ccc32)c1	-3	1	17	-0.1	3	0.2	0.6	-1	-1.2
CCc1ccc(N2CC(C(=O)N3CCN(S(=O)(=O)c4cccc(F)c4)CC3)CC2=O)cc1 (stereo not drawn)	1	0	18	.	-2	-0.7	0.4	3	-0.5
CCc1ccc(C2c3[nH]c4ccccc4c3CCN2C(=O)c2cc(C)nn2C)cc1 (stereo not drawn)	-2	10	27	1.5	-5	.	0.2	8	1.0
COc1ccc(C(=O)c2coc3c2C(=O)C(=O)c2ccccc2-3)cc1	10	-12	-17	7.9	19	-0.2	7.4	6	-0.9
CCOn1c(=O)c(=O)n(OCc2ccccc2)c2ccccc21	3	1	1	5.4	3	.	-0.1	15	-4.2
O=C(O)CN(c1ccccc1F)S(=O)(=O)c1ccccc1	0	3	3	0.5	-6	.	?	9	-2.6
CCCCNC(=O)c1onc(CSc2ccccc2C)c1C(=O)O	-2	1	-2	-0.3	-7	4.0	-0.9	14	0.2
CC(C)CN1CCN(C(=O)CCc2nnc(Cc3c[nH]c4ccccc34)o2)[C@@H](C)C1=O	0	3	-3	0.2	-12	0.5	-1.6	8	-3.0
COc1cc(NC(=O)c2ccccc2-c2ccccc2)cc(OC)c1	-4	3	6	1.3	-11	0.2	-0.4	7	-5.9
CCCCCC(=O)Nc1cccc(S(=O)(=O)NC2=NCCC2)c1	6	6	6	4.0	1	-3.0	1.8	16	-3.4
O=C(c1ccccc1)N1CCN(c2ccc([N+](=O)[O-])c(N3CCOCC3)c2)CC1	-1	-25	3	-1.8	0	1.1	0.2	10	-3.3
COc1ccc(C(=O)N2CCN(CCCc3ccccc3)CC2)cc1OC	-8	-2	0	-1.2	8	0.2	0.5	-1	-1.1
COc1ccc(NC(=O)c2cc3c(=O)n(C)c4ccccc4c3s2)cc1OC	2	-2	12	-0.5	-6	.	0.1	5	-0.3
